D2 antag: antagonizes the human D2 dopamine receptor | P14416 | HEK293 TREx D2 cells, calcium flux, dopamine EC80 | inhibition, % at 10 µM | 2% of 340,000 active | AID 485344; in the data active = inhibition above about 30%; also: 0% is about no effect
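Tetracycline-induced HEK293 TREx cells expressing D2 receptor forced-coupled to calcium signalling, loaded with no-wash calcium dye. Compounds added and calcium flux read 180 s, then dopamine added at EC80 and read a further 180 s.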
RGS4 inhibitor: human RGS4 inhibition; P49798; Transcreener GDP fluorescence polarization, RGS4-accelerated GTP hydrolysis; Potency, µM (doses to about 114 µM), without a hit: at the highest dose activity change, negative = inhibition, actives largely listed as inhibitors; 0.039% of 390,000 active; AID 504845; also: potency is read from the fitted curve at half-maximal effect; % is scaled to controls: 0 for no effect and ±100 for the full control effect; nearly all actives have a fitted effect of over 75% in size; some results filed as inactive show a strong effect at the top dose
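MLSMR compounds (23 nl, pin-transferred) preincubated 10 min at room temperature with a 500nM (2x) first reagent, then RGS4 at 900nM (2x) plus Transcreener GDP mix added; fluorescence polarization (620/688 nm) read before and after 90 min at 30 °C.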
GRP78 ERSR act: ER stress response induction in glioma; 0.02% of 420,000 active; U87-MG GRP78 promoter luciferase reporter, 16 h; Potency, µM, inactives show top-dose activation, actives largely listed as activators; also: potency is read from the fitted curve at half-maximal effect; series mostly up to about 76 µM; % of control where 0% means no effect; nearly all actives have a fitted effect of over 35% in size
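ERSR induction read as luciferase luminescence (Bright-Glo, 10 min at room temperature) in stably transfected human U87-MG glioma cells exposed to compounds for 16 h, using GRP78 as sensor.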
Vif-A3G inh: blocks the Vif interaction with human APOBEC3G; Potency, µM (highest dose often 46.1 µM), for inactives: at the top dose activity, negative = active, usual class: inhibitors; Q9HC16; 0.076% of 410,000 active; HeLa A3G-eYFP + Vif (tagged APOBEC3G with the HIV-1 protein that degrades it), YFP fluorescence, overnight;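 also: potency is read from the fitted curve at half-maximal effect; % is scaled to controls: 0 for no effect and ±100 for the full control effect; nearly all actives have a fitted effect of over 60% in size; hits raise eYFP signal because A3G escapes Vif-driven loss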
Target sequence (Q9HC16 whole entry, looked up): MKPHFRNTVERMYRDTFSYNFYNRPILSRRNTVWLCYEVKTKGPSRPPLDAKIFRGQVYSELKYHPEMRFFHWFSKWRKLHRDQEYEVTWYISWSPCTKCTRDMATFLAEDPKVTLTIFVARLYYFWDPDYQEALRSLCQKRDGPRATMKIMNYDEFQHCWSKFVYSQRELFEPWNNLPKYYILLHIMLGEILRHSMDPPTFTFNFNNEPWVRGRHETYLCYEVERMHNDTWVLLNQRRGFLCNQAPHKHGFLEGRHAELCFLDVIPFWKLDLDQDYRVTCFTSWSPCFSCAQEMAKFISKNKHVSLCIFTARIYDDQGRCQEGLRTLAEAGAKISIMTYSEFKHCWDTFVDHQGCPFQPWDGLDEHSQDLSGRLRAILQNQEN
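HeLa cells stably expressing Vif and C-terminally eYFP-tagged A3G, seeded overnight at 37 deg C, then exposed to compound by pintool overnight at 37 deg C. Rise in yellow fluorescence (Ex 488/Em 500-530, Acumen) marks blocked Vif-driven A3G degradation.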
LDHA block: inhibitors of human lactate dehydrogenase A; P00338; purified LDHA, NADH/diaphorase-resazurin fluorescence; active compounds read low; activity change, % (values are at about 110 or 230 µM); 0.15% of 480,000 active; AID 1347041; in the data active = activity change below about -30%; inconclusive = mostly about -25% to -30%;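 also: plate controls were DMSO wells for no effect and wells without enzyme for full effect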
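LDH5 2 nM; NADH 0.06 mM, pyruvate 0.2 mM; 200 mM Tris pH 7.4, EDTA, Tween-20; 5 min RT. Detection: diaphorase 0.133 mg/mL + resazurin 37 µM, fluorescence ex540/em590 at 0 and 20 min; normalized to enzyme-free and DMSO wells.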
12-LOX inh: inhibitors of human 12S-lipoxygenase ALOX12; P18054; AID 1671190; purified 12hLO, xylenol orange hydroperoxide absorbance; Potency, µM (top dose mostly 108 µM), for the others: at the top dose activity change, negative = inhibition, hits mostly inhibitors; 1.1% of 580,000 active; also: potency is read from the fitted curve at half-maximal effect; % is scaled to controls: 0 for no effect and ±100 for the full control effect
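Hydroperoxide product was detected by ferrous iron/xylenol orange as the 573 to 405 nm absorbance ratio. Arachidonic acid at 40 uM (final) was turned over for 30 min at room temperature by 150 nM human 12hLO, pH 7.0 Hepes buffer, after 15 min compound preincubation.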
ERG-DNA inh: inhibitors of human ERG Ets domain-DNA interaction; 0.028% of 370,000 active; Potency, µM (series often up to 76.9 µM), for the others: top-dose FP activity, negative = inhibition, actives largely listed as inhibitors; AID 624246; fluorescence polarization, His-ERG Ets domain / labelled DNA; active = well fitted inhibition curve with a large enough effect in the polarisation, with a control signal flat; inconclusive = small, poorly fitted or top-dose-only effect, or effect the other way, or a change in a side signal; inactive = no such curve, though single readings can be large or run the other way; the % refers to the polarisation;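 also: polarization taken with two DNA probes labelled with fluorescein and Texas red; potency is read from the fitted curve at half-maximal effect; % of control where 0% means no effect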
Target sequence (P11308 whole entry, looked up, the tested form may be a part): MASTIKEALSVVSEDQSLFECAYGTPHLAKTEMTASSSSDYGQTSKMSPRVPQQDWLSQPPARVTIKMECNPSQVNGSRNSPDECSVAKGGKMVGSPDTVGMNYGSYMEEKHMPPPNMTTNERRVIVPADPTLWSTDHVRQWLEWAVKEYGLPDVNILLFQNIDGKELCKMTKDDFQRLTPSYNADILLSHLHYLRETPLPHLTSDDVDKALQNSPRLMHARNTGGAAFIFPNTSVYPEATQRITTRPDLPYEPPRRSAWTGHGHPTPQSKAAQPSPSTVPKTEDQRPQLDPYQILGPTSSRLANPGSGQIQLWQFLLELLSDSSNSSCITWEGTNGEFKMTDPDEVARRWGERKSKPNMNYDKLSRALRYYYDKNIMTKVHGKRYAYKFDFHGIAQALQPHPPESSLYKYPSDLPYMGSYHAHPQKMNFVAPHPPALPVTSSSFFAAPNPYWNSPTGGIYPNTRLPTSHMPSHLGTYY
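His-tagged ERG Ets domain (1 uM in the protein solution; 300mM KCl, 50mM Tris-HCl, 1mM EDTA, 1mM DTT, pH 7.5) received compound, then a probe mix of 5 nM fluorescein-DNA and 100nM Texas-615-DNA. Fluorescence polarization was read for both dyes.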
D2 agonist: agonists of human D2 dopamine receptor. HEK293 T-REx D2 cells, calcium flux agonist mode. P14416. 0.53% of 340,000 active. AID 485358. activation, % at 2 µM;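 active = activation over 3 SD above normal in the single-dose calcium agonist read, cut at about 30% in these data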; also: 0% is about no effect
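Agonism is scored from calcium flux in a force-coupled, inducible HEK293 cell line expressing D2, read kinetically for 180 s after compound addition against dopamine controls.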
Vif-A3F inh: Vif-A3F binding inhibition | 0.2% of 390,000 active | AID 602313 | HeLa A3F-eYFP + Vif (tagged APOBEC3F with the HIV-1 protein that degrades it), YFP fluorescence increase | Potency, µM (series often up to 46.1 µM), inactives show at the highest dose activity, negative = active; also: potency is read from the fitted curve at half-maximal effect; % of control where 0% means no effect; nearly all actives have a fitted effect of over 65% in size
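HeLa cells stably expressing Vif plus C-terminally eYFP-tagged A3F were seeded, incubated overnight at 37 deg C, dosed with compound, incubated overnight again at 37 deg C. Yellow fluorescence (Ex 488/Em 500-530) reported blocked Vif-mediated A3F-eYFP degradation.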
* hit, by the source's call; ? = inconclusive; nt = no result given; & = joins results of further samples; [ ] = another dose, or the depositor's remark. Unless noted, calls follow the shape of the dose curve; as a rule, active = well fitted curve in the direction sought with a large enough effect; inconclusive = small, poorly fitted or top-dose-only effect, or another doubt; inactive = no such curve, though single readings can be large; an effect the other way counts as inactive or inconclusive. The list is partial; count on the stated rates, not on these rows.

The line under a structure holds: D2 antag	RGS4 inhibitor	GRP78 ERSR act	Vif-A3G inh	LDHA block	12-LOX inh	ERG-DNA inh	D2 agonist	Vif-A3F inh
[1] Cc1cccc(N2C(N)=NC(N)=NC23CCCCC3)c1
  -12	-38%[11.4 µM]	-2%	5%	-2	-15%	-2%	-0.1	-4%
[2] Cc1nc(N2CCN(S(=O)(=O)c3cccc4nonc34)CC2)c2c3c(sc2n1)CCCC3
  -11	19%	-2%	-2%	0	-9%	nt	0.9	-15%
[3] COc1ccc(Cl)cc1NC(=S)N1CCN(C(=O)C2CCCO2)CC1 (stereo not given)
  23	-18%	0%	0%	-2	83%[activator]	0%	-0.1	-5%
[4] COc1cccc(-c2nnc(SCc3ccccn3)n2C)c1
  -9	15%	5%	1%	-1	0%[57.4 µM]	5%	-0.3	nt
[5] CC(=O)c1ccc(N2CCN(c3ncccn3)CC2)cc1
  -21	9%	5%	-3%	-6	19%	0%	-0.8	1%
[6] O=C(CCSc1ccccc1)NC(=O)COC(=O)c1ccc(OC(F)F)cc1
  3	-5%	-2%	-5%	0	-7%	-10%	0.0	1%
[7] O=C(COc1ccc(Br)cc1)N1CCc2ccccc21
  nt	4%	6%	0%	1	118%[activator]	13%	nt	0%
[8] Cc1ccc(NC(=O)C2Cc3ccccc3CN2C(=O)c2ccccc2)cc1Cl (stereo not given)
  5	-11%	1%	-2%	-5	-4%	6%	-1.2	8%
[9] CC(=O)NC(c1ccc(F)c(F)c1)c1nc(-c2ccccc2)cs1 (stereo not given)
  nt	nt	-6%	-3%	-5	4%	nt	nt	nt
[10] O=C(O)C1=CCCc2ccc(F)cc21
  nt	-2%	-1%	1%	-14	16%	-13%	nt	-3%
[11] COc1ccc(-n2ncc3c2CC(C)(C)CC3NC(=O)C2=CC(=O)CC(C)(C)O2)cc1 (stereo not given)
  -28	-10%	-3%	-2%	-9	25%	1%	0.1	9%
[12] CCCCOc1ccc(N2CC(C(=O)NCCc3ccc(OC)c(OC)c3)CC2=O)cc1 (stereo not given)
  -12	31%	-3%	0%	-23	0%	-8%	-0.6	1%
[13] COc1ccc(C(=O)CNC2=NCCC2)cc1
  -7	-8%	-7%	2%	-2	8%	-1%	0.2	0%
[14] COc1ccc(CCNC(=O)CN2C(=O)CSc3ccc(S(=O)(=O)N4CCOCC4)cc32)cc1OC
  17	13%	-4%	3%	-1	8%	0%	0.5	10%
[15] CN(C)c1ccc(NC(=O)Cn2cc3c(n2)CCCC3)cc1
  4	-33%	1%	4%	9	-13%	5%	0.4	0%
[16] Cc1cc(C)cc(OCC(=O)NNC(=O)CCN2C(=O)c3ccccc3C2=O)c1
  -7	-5%	-3%	-5%	-1	0%	-23%	0.3	-5%
[17] C=CCOc1cccc(C2c3c(oc4ccc(F)cc4c3=O)C(=O)N2CCCN2CCOCC2)c1 (stereo not given)
  -22	-52%	-4%	1%	1	10%[57.4 µM]	-9%	-0.5	-9%
[18] Cc1ccc(C)n1-c1ccc(C(=O)NN)cc1
  2	?	-2%	1%	0	-1%	-1%	0.4	-5%
[19] COc1cc(CCCN2C(=O)C(=O)NC[C@@H]2c2ccccc2)cc(OC)c1OC
  5	18%	-3%	7%	1	5%	15%	1.0	4%
[20] COc1cccc(-c2nn(C)c3sc(C(=O)NCCc4cccc(C)c4)cc23)c1
  nt	3%	-4%	-17%	-6	-72%	-1%	5.6	-7%
[21] CCc1nnc(NC(=O)CN2C(=O)NC3(CCCC3)C2=O)s1
  -25	-48%	-2%	0%	-1	174%[activator]	-7%	1.4	-15%
[22] Cc1cccc(OC(C)c2ccnc3nc(/N=C/N(C)C)nn23)c1 (stereo not given)
  -9	23%	-4%	0%	-8	-9%	0%	-1.6	-3%
[23] CCOC(=O)Cc1csc(NC(=O)C(NC(=O)C2CCC(C)CC2)C(C)C)n1 (stereo not given)
  5	-11%	-3%	4%	-6	5%	-1%	-1.4	5%
[24] COc1cc(C(=S)N2CCCC2)ccc1OCc1ccccc1
  nt	-4%	4%	3%	-3	45%[activator]	5%	nt	-16%
[25] COc1cccc(N/C(SC)=C(/C#N)C(N)=O)c1
  -8	-9%	0%	?	-9	-4%	2%	0.9	-13%
[26] O=C(c1ccco1)N1N=C2CCCCCC2C1(O)C(F)(F)F (stereo not given)
  -5	-1%	-3%	-6%	-6	-17%	7%	-0.7	9%
[27] O=C(COc1coc(CN2CCN(c3ccccc3)CC2)cc1=O)NC1CCCCC1
  6	29%	-5%	3%	-3	-24%	-2%	-1.2	4%
[28] O=C(NCc1ccco1)c1nn(-c2ccccc2)c(=O)c2ccccc12
  -11	-29%	-2%	0%	-3	-18%	-2%	-1.3	-3%
[29] COc1ccc(C(=O)Nc2ccccc2N2CCCC2)cc1S(=O)(=O)N1CCOCC1
  -14	9%	2%	-2%	0	16%	-6%	-0.3	-23%
[30] CSCC[C@H](NC(=O)c1cc2c([nH]c3ccccc32)c(-c2ccccc2)n1)C(=O)O
  3	-11%	-5%	0%	-9	0%	3%	-0.5	1%
[31] O=C1CC[C@@H](O)CCN1CC[C@H](Sc1ccccc1)c1ccccc1
  10	8%	-1%&2%	4%&3%	-3	-4%	-7%	0.7	-2%
[32] O=C(CSCc1ccc(Br)cc1)Nc1ccccc1C(=O)N1CCOCC1
  nt	-8%	-2%	0%	-2	467%[activator]	-5%	nt	5%
[33] Cc1nc(Nc2ccc(S(N)(=O)=O)cc2)sc1-c1ccccc1
  16	13%	-3%	-7%	-9	?	7%	0.4	1%
[34] C[C@@H]1CCCCO[C@H](CN(C)S(=O)(=O)c2ccc(F)cc2)[C@@H](C)CN([C@H](C)CO)C(=O)c2cc(NC(=O)Nc3ccc(C(F)(F)F)cc3)ccc2O1
  nt	nt	-5%	-8%	-2	-20%	nt	nt	-7%
[35] CCCc1cc(=O)n2[nH]c(SCc3ccccc3)nc2n1
  7	-7%	3%	2%	-4	-1%	-13%	-0.8	3%
[36] CCCCC(=O)Nc1nc(C)c(-c2csc(Nc3ccccc3OC)n2)s1
  -5	?	-3%	-17%	5	?	4%	0.7	-10%
[37] CCCNC(=O)c1c(CSc2ccccc2)noc1C(=O)NCc1ccccc1
  13	-5%	-4%	-4%	-4	-3%	-10%	1.4	10%

Excerpt, entries 3–12
The line under a structure holds: D2 antag	RGS4 inhibitor	GRP78 ERSR act	Vif-A3G inh	LDHA block	12-LOX inh	ERG-DNA inh	D2 agonist	Vif-A3F inh
[3] COc1ccc(Cl)cc1NC(=S)N1CCN(C(=O)C2CCCO2)CC1 (stereo not given)
  23	-18%	0%	0%	-2	83%[activator]	0%	-0.1	-5%
[4] COc1cccc(-c2nnc(SCc3ccccn3)n2C)c1
  -9	15%	5%	1%	-1	0%[57.4 µM]	5%	-0.3	nt
[5] CC(=O)c1ccc(N2CCN(c3ncccn3)CC2)cc1
  -21	9%	5%	-3%	-6	19%	0%	-0.8	1%
[6] O=C(CCSc1ccccc1)NC(=O)COC(=O)c1ccc(OC(F)F)cc1
  3	-5%	-2%	-5%	0	-7%	-10%	0.0	1%
[7] O=C(COc1ccc(Br)cc1)N1CCc2ccccc21
  nt	4%	6%	0%	1	118%[activator]	13%	nt	0%
[8] Cc1ccc(NC(=O)C2Cc3ccccc3CN2C(=O)c2ccccc2)cc1Cl (stereo not given)
  5	-11%	1%	-2%	-5	-4%	6%	-1.2	8%
[9] CC(=O)NC(c1ccc(F)c(F)c1)c1nc(-c2ccccc2)cs1 (stereo not given)
  nt	nt	-6%	-3%	-5	4%	nt	nt	nt
[10] O=C(O)C1=CCCc2ccc(F)cc21
  nt	-2%	-1%	1%	-14	16%	-13%	nt	-3%
[11] COc1ccc(-n2ncc3c2CC(C)(C)CC3NC(=O)C2=CC(=O)CC(C)(C)O2)cc1 (stereo not given)
  -28	-10%	-3%	-2%	-9	25%	1%	0.1	9%
[12] CCCCOc1ccc(N2CC(C(=O)NCCc3ccc(OC)c(OC)c3)CC2=O)cc1 (stereo not given)
  -12	31%	-3%	0%	-23	0%	-8%	-0.6	1%

Assay outcomes: PubChem, National Center for Advancing Translational Sciences (NCATS)
